Screens as filed in PubChem.
Integrin act MD: qHTS for Activators of Integrin-Mediated Alleviation for Muscular Dystrophy. Potency, µM (top dose mostly 38.3 µM), for inactives: at the top dose activation, actives largely listed as activators. alpha7betagal myoblasts, beta-gal FDG fluorescence, 48 h. 350,000 compounds, 0.064% hits. AID 624291, 2012;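 also: potency is read from the fitted curve at half-maximal effect; 100% = response of the positive control SU9516; nearly all actives have a fitted effect of over 60% in size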
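Alpha7betagal+/- myoblasts (passage 13) were plated 16-24 hr, then exposed to compounds (1:260 dilution of DMSO stock) for 48 hours at 37C. After MPER lysis, β-galactosidase reporter activity was read as FDG fluorescence (ex 480/em 540) after 30 minutes.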
B2AR arrestin: qHTS assay of beta-arrestin-biased ligands of beta2-adrenergic receptor. beta-arrestin recruitment to beta2AR, cell-based reporter. Potency, µM (titrated, usually from 46.1 µM), without a hit: top-dose activation, hits mostly activators. 330,000 compounds, 0.02% hits;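 also: potency is read from the fitted curve at half-maximal effect; 0% = DMSO controls and full agonism = EC100 isoproterenol or metaproterenol; nearly all actives have a fitted effect of over 65% in size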
Tb PFK block: qHTS Assay to Find Inhibitors of T. brucei phosphofructokinase; ATP-dependent 6-phosphofructokinase (Trypanosoma brucei brucei), O15648; T. brucei PFK, ADP-Glo luminescence; Potency, µM (doses to about 57.5 µM), for inactives: top-dose activity, negative = inhibition, hits mostly inhibitors; 330,000 compounds, 0.17% hits;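 also: potency is read from the fitted curve at half-maximal effect; 0% = uninhibited 1x PFK enzyme wells and -100% = no-enzyme wells; nearly all actives have a fitted effect of over 60% in size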
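1.25 nM PFK with 0.5 mM F6P and 0.1 mM ATP in 0.1 M TEA pH 8.0, 5 mM MgCl2, incubated 45 min at room temperature; ADP measured by ADP-Glo luminescence; compounds titrated up to 57 uM.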
Giardia killer: Small Molecules that selectively kill Giardia lamblia: qHTS; Giardia lamblia trophozoite viability; activity change, % at 7.66 µM, hits read low; 340,000 compounds, 0.15% hits; in the data active = activity change below about -80%; inconclusive = between about -30% and that limit;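 also: parasites exposed to compound for two days anaerobically before the ATP read; % is scaled to controls: 0 for no effect and ±100 for the full control effect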
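Giardia lamblia trophozoites (100 cells/well) were incubated with compounds for 48 h at 37 deg C under anaerobic conditions. Viability was read as ATP content by one-step luminescence after 15-30 min at room temperature.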
Chronic BCR inh: qHTS Assay to Find Inhibitors of Chronic Active B-Cell Receptor Signaling | ABC-DLBCL IkBa-CBG/CBR reporter, luminescence ratio, 4 h | Potency, µM (doses to about 46.1 µM), for inactives: at the top dose ratio change, negative = lower green/red ratio, actives largely listed as inhibitors | 340,000 compounds, 0.05% hits | AID 493014, 2011; active = well fitted inhibition curve with a large enough effect in the signal ratio, with a control signal flat, not every such curve was filed as active; inconclusive = small, poorly fitted or top-dose-only effect, or effect the other way, or a change in a side signal; the % refers to the signal ratio;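 also: potency is read from the fitted curve at half-maximal effect; plate controls were basal doxycycline-induced cells for no effect and cells given 10 µM MG132 for full effect; MG132 reads +100%, hits lower the ratio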
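Cell line TMD8 (human ABC DLBCL), stably expressing tet-inducible CBG68-IkBa fusion and CBR; IMDM/0.5% FBS; cpd up to 46 uM; dox induction, 4 h, 37C/5% CO2; dual luminescence; green/red ratio; MG132 control.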
Coupling enz: qHTS Assay for Inhibitors of Fructose-1,6-bisphosphate Aldolase from Giardia Lamblia: Coupling assay counterscreen; coupling enzyme system counterscreen, AmpLite Red fluorescence; activity change, negative = inhibition, % at 58.2 µM, hits read low; 290,000 compounds, 0.67% hits; in the data active = activity change below about -30%; also: % is scaled to controls: 0 for no effect and ±100 for the full control effect
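Activity here indicates interference with the coupling reaction, not aldolase inhibition. Compounds at 57.5 uM final met coupling enzymes for 10 min at RT; substrate and AmpLite Red detection followed, with a 525/598 nm fluorescence read after 20 min.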
ASM inhibitor: Inhibitors of Secretory Acid Sphingomyelinase (S-ASM): qHTS | Sphingomyelin phosphodiesterase (Homo sapiens), P17405 | placental ASM, HMU-PC fluorogenic substrate, 60 min | Potency, µM (top dose mostly 57.5 µM), inactives show top-dose activity change, negative = inhibition, hits mostly inhibitors | 340,000 compounds, 0.006% hits | AID 504937, 2011; also: potency is read from the fitted curve at half-maximal effect
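qHTS format. ASM enzyme prepared from human placenta hydrolyses the fluorogenic substrate HMU-PC0 (9 uM final) over 60 min at 37 °C after a 10 min compound preincubation.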
PKM2 activator: qHTS Assay for Activators of Human Muscle isoform 2 Pyruvate Kinase; Pyruvate kinase PKM (Homo sapiens), P14618; purified PKM2, Kinase-Glo ATP luminescence, activation; response scale: 0% is enzyme alone, no compound; Potency, µM (highest dose often 57.5 µM), for inactives: at the top dose activation, most hits filed as activators; 260,000 compounds, 0.34% hits; AID 1631, 2009; also: potency is read from the fitted curve at half-maximal effect; % is scaled to controls: 0 for no effect and ±100 for the full control effect; nearly all actives have a fitted effect of over 55% in size
Target sequence (P14618 whole entry, looked up, canonical isoform): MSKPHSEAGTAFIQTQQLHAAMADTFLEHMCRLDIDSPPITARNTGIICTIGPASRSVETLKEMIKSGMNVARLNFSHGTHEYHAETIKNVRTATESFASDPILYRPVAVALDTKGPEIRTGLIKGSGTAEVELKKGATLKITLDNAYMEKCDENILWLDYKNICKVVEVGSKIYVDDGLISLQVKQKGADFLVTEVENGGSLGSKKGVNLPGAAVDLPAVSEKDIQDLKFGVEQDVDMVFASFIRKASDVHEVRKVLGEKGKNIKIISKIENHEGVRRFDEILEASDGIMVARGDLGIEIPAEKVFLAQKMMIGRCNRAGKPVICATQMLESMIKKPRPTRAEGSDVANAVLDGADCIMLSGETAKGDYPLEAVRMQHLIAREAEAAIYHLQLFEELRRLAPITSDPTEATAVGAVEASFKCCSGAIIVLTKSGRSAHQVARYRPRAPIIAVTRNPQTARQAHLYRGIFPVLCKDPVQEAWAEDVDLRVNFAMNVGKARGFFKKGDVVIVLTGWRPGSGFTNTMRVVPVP
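ATP formation by purified human PK-M2, quantified via coupled luciferase luminescence after 1 h at room temperature with 0.1 mM ADP and 0.5 mM PEP final.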
TSG101-PTAP inh: qHTS Assay for Iinhibitors of HIV-1 Budding by Blocking the Interaction of PTAP/TSG101 | Fluorescence polarization, FITC-PTAP peptide / Tsg101 binding | Potency, µM (titrated, usually from 115 µM), inactives show at the highest dose activity change, negative = inhibition, actives largely listed as inhibitors | 340,000 tested, under 10 active; active = well fitted inhibition curve with a large enough effect in the main read-out, with a control signal flat, not every such curve was filed as active; inconclusive = small, poorly fitted or top-dose-only effect, or effect the other way, or a change in a side signal; inactive = no such curve, though single readings can be large or run the other way; also: potency is read from the fitted curve at half-maximal effect; % of control where 0% means no effect
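FP read-out: FITC-PTAP peptide, 50 nM final, binding Tsg101 binding domain, 10 uM final; 20 min, r.t.; 10 mM HEPES pH 7.5, 0.15 M NaCl, 0.01% Tween 20, 3 mM EDTA, 0.1 mM TCEP.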
Menin-MLL TR inh: qHTS Assay for Inhibitors Targeting the Menin-MLL Interaction in MLL Related Leukemias: Competition With Texas Red Labeled MLL-derived Mutant Peptide. Menin + Texas Red MLL mutant peptide, fluorescence polarization. O00255. Potency, µM (series often up to 61.6 µM), for the others: at the top dose FP activity change, negative = inhibition, usual class: inhibitors. 270,000 compounds, 0.23% hits; active = well fitted inhibition curve with a large enough effect in the polarisation, with a control signal flat, not every such curve was filed as active; inconclusive = small, poorly fitted or top-dose-only effect, or effect the other way, or a change in a side signal; inactive = no such curve, though single readings can be large or run the other way; the % refers to the polarisation; also: potency is read from the fitted curve at half-maximal effect; % of control where 0% means no effect; many of its hits are not listed in these tables
Target sequence (O00255 whole entry, looked up): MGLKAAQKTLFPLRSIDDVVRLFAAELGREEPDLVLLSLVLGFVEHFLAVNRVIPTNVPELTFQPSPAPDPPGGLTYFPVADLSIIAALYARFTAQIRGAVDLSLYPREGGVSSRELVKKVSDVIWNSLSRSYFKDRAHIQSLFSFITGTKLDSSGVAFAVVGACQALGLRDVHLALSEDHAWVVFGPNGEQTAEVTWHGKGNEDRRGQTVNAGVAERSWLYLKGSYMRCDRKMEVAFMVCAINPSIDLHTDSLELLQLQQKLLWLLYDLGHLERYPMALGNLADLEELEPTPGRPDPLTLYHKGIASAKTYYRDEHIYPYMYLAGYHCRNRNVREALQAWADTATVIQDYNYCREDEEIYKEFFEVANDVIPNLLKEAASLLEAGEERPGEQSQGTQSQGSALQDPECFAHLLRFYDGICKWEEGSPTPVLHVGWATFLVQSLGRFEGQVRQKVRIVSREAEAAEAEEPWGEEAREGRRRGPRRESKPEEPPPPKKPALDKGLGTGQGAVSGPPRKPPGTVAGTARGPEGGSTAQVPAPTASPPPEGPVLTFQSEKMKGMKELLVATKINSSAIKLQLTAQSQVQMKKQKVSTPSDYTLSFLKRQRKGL
GALK inh: qHTS Assay for Inhibitors of Human Galactokinase (GALK). Purified GALK, Kinase-Glo residual ATP luminescence. Potency, µM (series often up to 57.5 µM), inactives show at the top dose activity change, negative = inhibition, usual class: inhibitors. 270,000 compounds, 0.007% hits; also: potency is read from the fitted curve at half-maximal effect; % is scaled to controls: 0 for no effect and ±100 for the full control effect
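Galactose (100 uM) and ATP (35 uM) were turned over by 5 nM GALK for 1 h at RT. Kinase-Glo Plus then converted the remaining ATP into a luminescent signal.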
The depositor's hits bear a star; i = inactive; u = inconclusive; x = no result given; & = joins results of further samples; [ ] = another dose, or the depositor's remark. Unless noted, calls follow the shape of the dose curve; as a rule, active = well fitted curve in the direction sought with a large enough effect; inconclusive = small, poorly fitted or top-dose-only effect, or another doubt; inactive = no such curve, though single readings can be large; an effect the other way counts as inactive or inconclusive. Only part of the results is shown; rates above refer to the full screens.

SMILES | Integrin act MD | B2AR arrestin | Tb PFK block | Giardia killer | Chronic BCR inh | Coupling enz | ASM inhibitor | PKM2 activator | TSG101-PTAP inh | Menin-MLL TR inh | GALK inh
CCOc1ccc(OCC(=O)OCC(=O)NCC2CCCO2)cc1 (stereo not drawn) | 1% | 0.2% | 0% | -13 | u | x | 6% | x | -8% | x | x
CC1=C(C(=O)Nc2cc(C(=O)NCCCOC(C)C)ccc2C)SCCO1 | -5% | -0.3% | -4% | 3 | -2% | 1 | 4% | x | -4% | -12% | x
Cc1ccc(S(=O)(=O)CC(=O)c2ccc3c(c2)OCCO3)cc1 | -24% | -0.1% | 0% | 8 | 5% | 0 | 6% | 1% | -2% | x | 0%
CCN(CC)CCCn1c(C)cc2c(c1=O)C(c1ccc(OC)c(OC)c1OC)C(C#N)=C(N)O2 (stereo not drawn) | u | 0.2% | -1% | 0 | 0% | -4 | 2% | -4% | -2% | 14% | 0%
O=C(O)c1ccc(Nc2c3ccccc3nc3ccccc23)cc1 | -17% | -0.6% | 0% | -27 | 1% | -5 | i | x | -8% | -21% | 0%
Cc1nc2ccc(NC(=O)c3ccc(F)c(S(=O)(=O)N4CCOCC4)c3)cc2s1 | 0% | 0.4% | -1% | -3 | 10% | -1 | 0% | 25% | -6% | 28% | -1%
CN(C)CCNC(=O)CNC(=S)N(Cc1ccccc1)Cc1cccnc1 | 9% | 0.3% | -5% | -5 | 2% | 0 | 4% | -5% | 1% | -2% | -3%
O=S(=O)(c1cccc(-c2n[nH]c(=S)o2)c1)N1CCOCC1 | 3% | -0.3% | -2% | -10 | -1% | 6 | 4% | -4% | -5% | x | 10%
C/C(=N/Nc1nc(C)c(C)s1)c1cccc([N+](=O)[O-])c1 | 23% | -0.1% | -4% | 0 | u | -3 | -8% | 6% | -4% | u | 1%
O=C1CCN(CCc2ccccc2)CCN1[C@H](CSc1ccccc1)Cc1ccccc1 | -23% | 0.1% | 0% | 27 | u | -2 | 6% | 5% | 1% | -16% | x
Cc1cc[n+](-c2nc3ccccc3nc2C(=C=[N-])C#N)cc1 | 7% | -0.1% | 1% | 12 | 18% | -41* | 2% | 10% | -2% | u | 4%
CCc1ccc(C(=O)N/N=C(\C)c2cccnc2)s1 | 52% | -0.7% | 1% | 9 | u | x | -3% | 5% | -3% | x | -6%
O=C(Nc1ccccc1)c1ccc(-c2ccccc2Cl)o1 | -7% | -2.0% | -4% | 0 | u | -8 | -16% | -2% | x | 47%[activator] | x
CN(C)CCCNCC(=O)c1c(-c2ccccc2)n(C)c2ccccc12 | -43% | 0.3% | -25% | 12 | u | -4 | -2% | x | -6% | x | -2%
COc1cc(SC)ccc1C(=O)OC(C)C(=O)Nc1ccc(NC(C)=O)cc1 (stereo not drawn) | 3% | 0.5% | 5% | -9 | u | 0 | -4% | -2% | -5% | 9% | -1%
COc1ccc(-c2[nH]ncc2/C=N/NC(=O)c2cccc([N+](=O)[O-])c2)cc1OC | 1% | -0.9% | -1% | -7 | 2% | -3 | -5% | 14% | -6% | 26% | -3%
COc1ccc(N2C(=O)C(Cl)=C(N3CCOCC3)C2=O)cc1 | 17% | -0.9% | 1% | 7 | 2% | 4 | 3% | 23% | -9% | 3% | 2%
CCOC(OCC)P(=O)(C(C)C)C(C)C | 12% | -0.6% | -8% | 10 | 6% | 1 | 1% | 10% | 0% | -17% | -1%
COC(=O)C1CCN(C(=O)CN(C)Cc2ccc(C(C)(C)C)cc2)CC1 | -44%[inhibitor] | -1.0% | 0% | -17 | 0% | 1 | -5% | x | 0% | x | -2%
C/C(N)=C(/C#N)C(=O)CSc1nnc(Cc2ccccc2F)n1N | 1%&14% | 0.0% | -6% | 1&3 | 6% | -1 | 0%&3% | 4% | -2%&-6% | 0% | -3%
CN(Cc1ccc(Cl)cc1Cl)C(=O)CN1C(=O)NC2(CCCC2)C1=O | -4% | -2.4% | -7% | -12 | -3% | x | 2% | x | 2% | x | x
CCc1ccc(OCC(=O)NNC(=O)c2c(CC)noc2C)cc1 | -6% | 0.0% | 1% | 6 | 11% | x | x | x | -1% | x | x
CC1CCN(C(=O)CSc2nnc(-c3ccncc3)n2C)CC1 | 11% | -0.1% | 4% | -10 | u | 1 | 0% | 2% | 2% | u | 1%
CCOC(=O)c1cc(COc2cc(Cl)cc(Cl)c2)on1 | 27% | -0.3% | -12% | 31[activator] | -2% | 4 | -2% | 0% | 0% | x | x
COc1ccc(C(=O)C2CCCN(Cc3cc(C)c(O)c(C)c3)C2)c(OC)c1 (stereo not drawn) | -3% | 0.0% | -6% | -9 | 0% | 1 | 0% | 13% | -3% | u | 6%
O=C1CC(NS(=O)(=O)c2cccnc2)CN1c1ccc(Cl)cc1 (stereo not drawn) | 3% | 0.0% | 0% | -2 | 1% | x | 2% | x | -3% | x | x
COc1cccc(CNC(=O)C(C)n2nc(C)n3c(cc4occc43)c2=O)c1 (stereo not drawn) | -22% | 0.2% | 1% | -15 | -1% | x | 2% | x | -1% | x | 4%
O=C(CCN1C(=O)c2ccccc2C1=O)C1=NN[C@@H]2C(=O)N(c3cccc(F)c3)C(=O)[C@H]12 | -4% | -2.4% | 2% | -8 | 0% | 5 | 1% | 2% | -3% | 11% | 1%
CCC(Sc1nc2ccsc2c(=O)n1-c1ccc(Cl)c(C)c1)C(=O)NCc1ccco1 (stereo not drawn) | 1% | u | -1% | -5 | u | 1 | -16% | 11% | -2% | 4% | 1%
CCCC(=O)Nc1ccc2c(c1)nc1n2CCN(CCOC)C1 | 30% | -0.7% | -21% | 11 | u | -3 | 22% | x | -2% | -5% | 4%
Cc1ccc(CCNC(=O)C23CN(Cc4ccccc4)CC2C(c2ccc([N+](=O)[O-])cc2)=NO3)cc1 (stereo not drawn) | -30% | -0.3% | 0% | 7 | u | -9 | 2% | -15% | 1% | u | 3%
CC(C)CNS(=O)(=O)c1ccc(OCC(=O)Nc2ccc(F)cc2F)cc1 | 10% | -0.9% | -7% | -20 | 6% | 6 | 2% | -19% | 2% | -12% | -2%
CC(=O)Nc1ccc(S(=O)(=O)NCc2csc(C)n2)cc1 | 5% | 0.2% | 2% | -17 | 2% | 0 | -1% | 1% | 1% | -10% | -1%
CC(C)N(C(=O)CN1CCC(c2nc3ccccc3[nH]2)CC1)C(C)C | -22% | -0.9% | 1% | -2 | 3% | x | 7% | x | 1% | x | 2%
Cc1cc(C)n(CC(=O)c2ccc(Br)cc2)c(=O)c1C#N | -21%[7.66 µM] | 0.4% | 5% | 10 | -4% | 3 | -1% | -2% | -2% | 5% | 1%
Cc1cc(C)n(-c2nnc(C)n2NS(C)(=O)=O)n1 | 23% | -0.3% | -1% | 4 | 5% | 3 | -2% | -8% | -4% | 0% | 1%
Cn1c(SCc2ccc(C#N)cc2)nnc1-c1ccccc1 | 20% | 0.1% | 2% | -3 | -2% | 3 | 1% | -12% | -2% | 1% | 3%
COc1cccc(CNc2cccc3cccnc23)c1O | -4% | 0.2% | 4% | -8 | -12% | -57* | -3% | -4% | 0% | u | -3%
C/C(=N/NS(=O)(=O)c1ccc(C)cc1)c1c[nH]c2ccccc12 | -26% | 0.3% | -2% | 28 | 1% | 2 | -7% | 1% | -5% | u | -2%
Cc1ccc(/C(N)=N/OC(=O)c2cccc(Cn3cc(C(F)(F)F)ccc3=O)c2)cc1 | -1% | 0.0% | -2% | 10 | 15% | -2 | -5% | 17% | -2% | x | x
Cc1nnc(SCc2nc(N)nc(Nc3ccccc3)n2)s1 | 1% | -0.3% | 6% | 1 | -1% | x | 0% | 15% | -4% | -34% | 0%
COc1ccc(C(C)=O)cc1CSc1nnc(-c2ccc(Cl)cc2)n1-c1ccccc1 | -6% | -0.2% | -1% | -2 | u | 3 | -11% | -1% | -1% | -1% | -1%
